# Screening results: PubChem BioAssay, several laboratories
# ROCK2 blocker: blocks human Rho kinase 2 activity; inhibition, % at 6 µM; O75116; purified ROCK2, Kinase-Glo ATP depletion luminescence; 60,000 compounds, 0.35% hits;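 active = inhibition above the screen-wide mean inhibition plus 3 SD, cut at about 18% in these data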;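 also: plate controls were DMSO wells for no effect and Y-27632 control wells after no-enzyme background subtraction for full effect; many of its hits are not listed in these tables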
# Target sequence (O75116 whole entry, looked up): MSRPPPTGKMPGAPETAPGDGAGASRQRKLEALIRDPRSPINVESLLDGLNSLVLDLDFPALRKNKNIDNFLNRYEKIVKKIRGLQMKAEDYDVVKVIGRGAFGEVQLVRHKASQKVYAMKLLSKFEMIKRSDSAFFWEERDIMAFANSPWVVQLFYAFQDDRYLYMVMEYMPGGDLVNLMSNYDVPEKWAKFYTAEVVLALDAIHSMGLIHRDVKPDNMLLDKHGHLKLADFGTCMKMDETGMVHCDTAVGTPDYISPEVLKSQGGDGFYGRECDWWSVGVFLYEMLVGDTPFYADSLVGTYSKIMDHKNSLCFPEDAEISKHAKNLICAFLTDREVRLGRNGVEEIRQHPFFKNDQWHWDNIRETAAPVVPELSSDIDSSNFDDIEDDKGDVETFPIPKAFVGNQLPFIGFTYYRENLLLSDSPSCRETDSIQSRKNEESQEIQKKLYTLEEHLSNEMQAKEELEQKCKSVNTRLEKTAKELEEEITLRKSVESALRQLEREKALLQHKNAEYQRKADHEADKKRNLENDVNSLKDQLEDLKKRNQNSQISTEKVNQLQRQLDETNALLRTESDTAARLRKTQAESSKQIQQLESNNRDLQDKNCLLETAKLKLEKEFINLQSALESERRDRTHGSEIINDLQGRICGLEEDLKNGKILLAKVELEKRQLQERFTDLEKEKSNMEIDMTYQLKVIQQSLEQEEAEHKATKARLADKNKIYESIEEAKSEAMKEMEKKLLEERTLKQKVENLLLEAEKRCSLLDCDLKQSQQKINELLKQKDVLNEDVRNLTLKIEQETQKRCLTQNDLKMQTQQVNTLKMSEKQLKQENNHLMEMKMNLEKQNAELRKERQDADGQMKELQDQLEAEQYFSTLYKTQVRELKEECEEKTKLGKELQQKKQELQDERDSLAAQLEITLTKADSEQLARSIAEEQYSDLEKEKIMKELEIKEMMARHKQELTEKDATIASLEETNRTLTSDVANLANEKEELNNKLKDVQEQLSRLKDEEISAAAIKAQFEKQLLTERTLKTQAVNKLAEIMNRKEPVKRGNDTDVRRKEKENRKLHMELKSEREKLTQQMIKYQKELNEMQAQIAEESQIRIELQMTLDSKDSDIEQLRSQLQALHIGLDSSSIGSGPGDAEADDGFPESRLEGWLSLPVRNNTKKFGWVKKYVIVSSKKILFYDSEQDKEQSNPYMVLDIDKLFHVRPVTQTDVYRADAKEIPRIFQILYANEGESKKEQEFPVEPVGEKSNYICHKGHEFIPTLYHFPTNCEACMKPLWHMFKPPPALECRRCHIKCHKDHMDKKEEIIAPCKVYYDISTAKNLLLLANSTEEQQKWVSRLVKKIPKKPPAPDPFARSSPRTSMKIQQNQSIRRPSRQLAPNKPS
# CatB inh: human cathepsin B inhibition. P07858. purified cathepsin B, fluorogenic substrate, fluorescence. inhibition, %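 (tested at 10 µM)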. 63,000 compounds, 0.1% hits. AID 453; in the data active = inhibition above about 21%;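 also: 0% = enzyme with no compound and 100% = no enzyme blank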
# CatB mixtures: human cathepsin B inhibition by mixtures; P07858; Purified cathepsin B, AMC dipeptide fluorescence, compound mixtures; inhibition, %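 (ten-compound pools at 5 µM per compound and 50 µM total)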; 62,000 compounds, 0.06% hits; in the data active = inhibition above about 22%, passing the limit was not always enough;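 also: 0% = enzyme without compound and 100% = no enzyme blank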
# CatS block: inhibitors of human cathepsin S | AID 501 | inhibition, %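 (tested at 5 µM per compound within 10-compound mixtures)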 | P25774 | 62,000 compounds, 0.06% hits | recombinant cathepsin S, AMC dipeptide fluorescence, pooled mixtures; in the data active = inhibition above about 32%, passing the limit was not always enough;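 also: 0% = enzyme without compound and 100% = blank without enzyme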
# PKA inh: PKA (human) kinase inhibition | P17612 | PKA Kemptide phosphorylation, Kinase-Glo ATP luminescence | inhibition, % at 6 µM | 65,000 compounds, 0.1% hits | AID 524;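 active = inhibition above the screen-wide mean inhibition plus 3 SD, cut at about 21% in these data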; also: many of its hits are not listed in these tables
# CatL block: inhibitors of human cathepsin L | P07711 | purified cathepsin L, fluorogenic substrate, fluorescence | inhibition, %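 (tested at 10 µM)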 | 58,000 compounds, 0.17% hits; in the data active = inhibition above about 45%;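 also: 0% = enzyme with no compound and 100% = no enzyme blank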
# Cathepsin G inh: cathepsin G (human) inhibition | 62,000 compounds, 0.2% hits | P08311 | AID 581 | purified enzyme, AMC-tetrapeptide fluorescence, pooled mixtures | inhibition, % at 5 µM (by protocol);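 active = inhibition above 20% in each of the two mixture wells holding the compound; inactive = inhibition of 20% or less in either well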;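 also: 0% = enzyme control without mixture and 100% = blank lacking enzyme; strong numbers were not always called active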
# C1s inh: blocks human complement C1s protease activity | P09871 | purified C1s, fluorogenic AMC substrate, pooled mixtures | mean inhibition % of two 10-compound mixtures (hits give high values), % at 5 µM (by protocol) | 62,000 compounds, 0.16% hits;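 active = inhibition above 20% in each of the two 10-compound mixture wells holding the compound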;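 also: 0% = enzyme wells lacking compound mixture and 100% = no-enzyme blank wells; some compounds called inactive have numbers as strong as hits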
# HER2 expr 66K: Her2 kinase expression inhibition; P04626; SKBR-3 HER2 protein level, AlphaScreen, 18-24 h; hits give low values; HER2 level % of control, % at 10 µM; 65,000 compounds, 0.69% hits;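 active = HER2 level under 5% of the carrier-only control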;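 also: 100% = DMSO carrier and 0% = 500 nM PU-H71 HSP90 inhibitor; lower value means stronger loss of Her2 protein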
# * marks the source's active call; other numbers are inactive results; · = no result given. These rows are one share of the data; rates above refer to the full screens.
entry	structure	ROCK2 blocker	CatB inh	CatB mixtures	CatS block	PKA inh
1	COc1cc(OC)cc(C(=O)Nc2ccccc2N2CCOCC2)c1	0	3	3	8	-3
2	CC1CCCC(NC2CCCCNC2=O)C1 (stereo not given)	6	·	2	1	6
3	O=C(C1CC1(c1ccccc1)c1ccccc1)N1CCOCC1 (stereo not given)	8	-4	0	1	3
4	CN(C)CCCNCCCNC(=O)/C(=N\O)c1ccccn1	1	0	3	-2	2
5	CC(C)Sc1oc(-c2ccco2)nc1S(=O)(=O)c1ccc(F)cc1	·	2	2	2	5
6	Cn1c(SCC(=O)Nc2cccc3ccccc23)nc(O)cc1=O	-3	-3	9	-1	4
7	O=C(Cn1ncc2c1-c1ccccc1OC2)N1CCN(Cc2ccc3c(c2)OCO3)CC1	5	-3	4	-1	-5
8	Cc1ccc(S(=O)(=O)/N=C/c2ccco2)cc1	6	5	6	14	9

entry	CatL block	Cathepsin G inh	C1s inh	HER2 expr 66K
1	3	6	-4	100
2	·	11	28	91
3	10	7	-35	80
4	-1	11	22	114
5	15	11	11	132
6	2	7	4	109
7	1	-2	-29	92
8	20	-9	-23	97

# (further entries)
entry	structure	ROCK2 blocker	CatB inh	CatB mixtures	CatS block	PKA inh
9	CC1CCN(S(=O)(=O)c2ccc3[nH]c(=O)c(=O)[nH]c3c2)CC1	-1	11	7	19	4
10	COc1ccccc1Cc1noc(C(C)(C)NC(=O)c2ccccc2)n1	3	-1	1	-6	7
11	O=C(COC(=O)C1CCN(S(=O)(=O)c2cccs2)CC1)c1cc2ccccc2o1	3	3	-13	-31	2
12	COc1cccc(C(=O)N2CCSC2=S)c1	3	4	2	4	6
13	COC(=O)c1ccc(OC(=O)c2ccccn2)cc1	4	-1	0	13	0
14	COc1cc(-c2nnc(SCC(=O)c3ccccc3)o2)cc(OC)c1OC	5	-4	3	-6	1
15	Cn1nnc(NC(=O)C(c2ccccc2)c2ccccc2)n1	5	4	2	-4	11
16	Cc1occc1-c1nnc(SCC(=O)Nc2ccc(F)cc2)n1Cc1ccccc1	2	2	4	17	6

entry	CatL block	Cathepsin G inh	C1s inh	HER2 expr 66K
9	17	11	-15	83
10	-12	7	10	109
11	6	-24	-203	88
12	22	18	13	104
13	8	0	-8	113
14	-12	1	2	101
15	-3	-5	2	56
16	11	18	16	120

# One compound at a time (already shown). Order of values: ROCK2 blocker | CatB inh | CatB mixtures | CatS block | PKA inh | CatL block | Cathepsin G inh | C1s inh | HER2 expr 66K
# Cc1occc1-c1nnc(SCC(=O)Nc2ccc(F)cc2)n1Cc1ccccc1 across the screens: 2 | 2 | 4 | 17 | 6 | 11 | 18 | 16 | 120
# COc1ccccc1Cc1noc(C(C)(C)NC(=O)c2ccccc2)n1 across the screens: 3 | -1 | 1 | -6 | 7 | -12 | 7 | 10 | 109
# COc1cc(-c2nnc(SCC(=O)c3ccccc3)o2)cc(OC)c1OC across the screens: 5 | -4 | 3 | -6 | 1 | -12 | 1 | 2 | 101
# COc1cccc(C(=O)N2CCSC2=S)c1 across the screens: 3 | 4 | 2 | 4 | 6 | 22 | 18 | 13 | 104

# Remaining list, next part
entry	structure	ROCK2 blocker	CatB inh	CatB mixtures	CatS block	PKA inh
17	CCCCNC(=O)c1ccc(CS(=O)(=O)c2cccc(C(F)(F)F)c2)o1	2	8	7	18	3
18	CC(=O)C1C(c2cccc(F)c2)NC(=O)NC1(O)C(F)(F)F (stereo not given)	7	1	1	3	7
19	O=C(CCCn1c(=S)[nH]c2cc3c(cc2c1=O)OCO3)N1CCc2ccccc2C1	·	-7	3	-6	1
20	CCOC(=O)Cn1c(=O)sc2ccccc21	-1	·	-4	7	-7
21	COC(=O)c1ccc2c(c1)N(Cc1ccccc1F)C(=O)c1ccccc1S2=O (stereo not given)	4	3	4	2	10
22	O=C(Nc1ccc2c(c1)OCCO2)C1CCN(C(=O)c2ccc(Br)cc2)CC1	-1	3	-7	-13	-4
23	O=C(NCc1ccco1)c1cccc(S(=O)(=O)N2CCCCC2)c1	1	6	7	13	3
24	O=C(O)COc1ccc2c(c1)OCCO2	-5	0	2	-5	-6

entry	CatL block	Cathepsin G inh	C1s inh	HER2 expr 66K
17	17	15	42	99
18	12	11	6	120
19	2	-2	-7	91
20	19	2	-7	89
21	·	10	7	99
22	-1	-10	-110	134
23	13	-10	-22	101
24	0	8	10	98

# (listing goes on)
entry	structure	ROCK2 blocker	CatB inh	CatB mixtures	CatS block	PKA inh
25	CC(C)N1C(=O)CCC1C(=O)NC1CCCC1 (stereo not given)	7	6	3	-4	11
26	Cc1ccc(-n2c(Cc3cccs3)nnc2SCC(=O)Nc2ccc(S(N)(=O)=O)cc2)cc1	4	1	2	-7	8
27	O=C(COC(=O)C1CCCN1C(=O)c1cccs1)c1ccccc1 (stereo not given)	3	-4	-2	7	12
28	O=C(Nc1nnc(COc2ccc(Cl)cc2)s1)C1CCCO1 (stereo not given)	1	-1	-6	-14	-1
29	COc1ccccc1NC(=O)Cc1noc(CSc2cc(C)c3ccccc3n2)n1	6	2	-4	-11	11
30	Cc1ccc(-c2nc(-c3ccccn3)no2)cc1Cl	-13	3	1	-3	-2
31	CCOC(=O)CCc1c(C)c2c(C)nn(-c3ccccc3)c2[nH]c1=O	3	0	1	8	7
32	COC(=O)CNC(=O)C(C)NC(=O)OCc1ccccc1 (stereo not given)	2	4	2	7	4

entry	CatL block	Cathepsin G inh	C1s inh	HER2 expr 66K
25	-2	24	32	127
26	14	6	-21	93
27	11	2	-2	93
28	-7	2	-3	109
29	10	-4	-16	83
30	-1	1	2	90
31	16	1	3	116
32	4	2	-19	89

# Further structures
entry	structure	ROCK2 blocker	CatB inh	CatB mixtures	CatS block	PKA inh
33	CCCCOc1ccc(NC(=O)CSc2nnnn2C)cc1	10	1	4	3	12
34	O=C(CCCC(=O)OCC1CCCO1)OCC1CCCO1 (stereo not given)	7	-5	4	-6	6
35	Cc1cc(N)n(-c2nc(-c3cccnc3)nc3ccccc23)n1	·	1	2	8	10
36	CCCCC(=O)Nc1nc(C)c(C(C)=O)s1	2	1	0	5	11
37	CCOc1cc(S(=O)(=O)NC2CC(C)(C)NC(C)(C)C2)ccc1F	6	4	-4	11	4
38	Cc1cc(C(=O)OCC(=O)Nc2ccc(S(=O)(=O)N3CCOCC3)cc2)c(C)o1	1	2	0	-3	-1
39	COc1cccc(C(=O)Nc2ccc(-c3nc4ccccc4o3)c(O)c2)c1	4	4	-5	4	5
40	Oc1c(C(c2cccs2)N2CCN(c3ccccc3)CC2)sc2ncnn12 (stereo not given)	7	1	1	-4	7

entry	CatL block	Cathepsin G inh	C1s inh	HER2 expr 66K
33	8	-6	5	91
34	1	2	-18	79
35	14	7	-6	65
36	16	7	11	82
37	7	7	2	92
38	1	0	-10	110
39	-74	1	-50	119
40	·	7	-2	109

# Next part.
entry	structure	ROCK2 blocker	CatB inh	CatB mixtures	CatS block	PKA inh
41	O=C(Nc1ccc(CN2CCOCC2)cc1)c1cc2ccccc2o1	-2	-4	0	-6	-5
42	COc1ccc(C(=O)c2oc3ccc(OC)cc3c2N)cc1	1	-4	8	3	-1
43	O=C1CC(c2ccco2)CC(O)=C1C=NCCN1CCNCC1 (stereo not given)	0	0	0	4	-2
44	CC(NC(=O)NC1CCCCC1)C(c1cccs1)N1CCOCC1 (stereo not given)	0	0	-3	-5	4
45	O=S(=O)(c1cccs1)N1CCC(Cc2ccccc2)CC1	5	-3	-4	9	10
46	CCOC(=O)C1=C(c2ccccc2)N2CCN=C2S1	-3	1	-7	-12	0
47	COc1ccc(Cl)cc1S(=O)(=O)N1CCN(CC(=O)C(C)(C)C)CC1	5	-1	-2	8	12
48	CCSc1nncn1/N=C/c1ccc(OC)c(OC)c1	6	4	3	-11	4

entry	CatL block	Cathepsin G inh	C1s inh	HER2 expr 66K
41	2	0	-1	98
42	·	1	-5	96
43	-1	3	-4	97
44	6	2	6	94
45	3	1	6	92
46	-5	-23	-96	86
47	10	2	2	112
48	1	-16	-18	91

# (cont.)
entry	structure	ROCK2 blocker	CatB inh	CatB mixtures	CatS block	PKA inh
49	COc1ccc(-c2oc(/N=C/N3CCOCC3)c(C#N)c2-c2ccc(OC)cc2)cc1	·	-2	5	-6	10
50	Cc1nnc(NC(=O)CSc2nnc(Cc3cccn3C)n2-c2cccc(C)c2C)s1	0	2	2	19	-7
51	CCN(CC)S(=O)(=O)c1ccc(S(=O)(=O)Nc2cc3c(cc2C(C)=O)OCO3)cc1	3	3	2	-2	14
52	Cc1nnc(SCc2ccc(CC(=O)O)cc2)o1	7	-3	4	-1	5
53	Cn1c(=O)oc2cc(S(=O)(=O)NCCC(=O)NC3CCCc4ccccc43)ccc21 (stereo not given)	1	1	5	4	0
54	COc1cccc(OC)c1C(=O)N1CCN(Cc2ccncc2)CC1	-1	1	-5	-11	4
55	O=S(=O)(NCc1ccccc1Cl)c1cnc[nH]1	6	5	1	-4	8
56	COc1ccccc1CNC(=O)CNC(=O)Cn1cnc2ccccc2c1=O	3	-1	0	-7	11

entry	CatL block	Cathepsin G inh	C1s inh	HER2 expr 66K
49	7	7	-1	103
50	·	-1	0	113
51	·	8	4	77
52	-7	6	-2	110
53	·	-1	-31	86
54	-9	-7	-63	91
55	13	10	14	153
56	3	7	23	112

# Carrying on.
entry	structure	ROCK2 blocker	CatB inh	CatB mixtures	CatS block	PKA inh
57	CN(C)C(=O)c1nc(C#N)c(N(C)C)o1	2	4	5	14	-2
58	COc1cccc(OCCOCCN(C)CCO)c1	-2	1	12	5	-8
59	COc1ccc(CCN2C(=O)CC(NCc3ccc4c(c3)OCO4)C2=O)cc1OC (stereo not given)	11	10	0	1	12
60	COC(=O)c1cc(NCc2ccccc2F)ccc1N1CCOCC1	9	2	6	-1	8
61	Cc1cccc(Cc2nnc(NC(=O)c3cccc(S(=O)(=O)N4CCOCC4)c3)s2)c1	-7	2	5	3	-15
62	COCCNC(=O)c1c(N)n(-c2cccc(C)c2)c2nc3ccccc3nc12	3	-2	-4	6	2
63	O=C1NC(c2ccco2)Nc2ccccc21 (stereo not given)	-9	0	-1	-21	-8
64	CCOC(=O)N1CCN(C(=O)c2ccc3c(=O)n(Cc4ccc(OC)cc4)c(=S)[nH]c3c2)CC1	-1	3	-6	13	0

entry	CatL block	Cathepsin G inh	C1s inh	HER2 expr 66K
57	10	7	6	138
58	13	9	-10	123
59	29	9	12	125
60	6	11	18	85
61	-4	10	-4	112
62	-44	-4	-65	64
63	-93	-8	-5	97
64	18	5	-13	131

# Copied from the list:
# COc1ccc(CCN2C(=O)CC(NCc3ccc4c(c3)OCO4)C2=O)cc1OC (stereo not given) in C1s inh shows 12
# O=C1NC(c2ccco2)Nc2ccccc21 (stereo not given) in C1s inh shows -5

# An excerpt of these results, with the structure last.
entry | ROCK2 blocker | CatB inh | CatB mixtures | CatS block | PKA inh | CatL block | Cathepsin G inh | C1s inh | HER2 expr 66K | structure
62 | 3 | -2 | -4 | 6 | 2 | -44 | -4 | -65 | 64 | COCCNC(=O)c1c(N)n(-c2cccc(C)c2)c2nc3ccccc3nc12
63 | -9 | 0 | -1 | -21 | -8 | -93 | -8 | -5 | 97 | O=C1NC(c2ccco2)Nc2ccccc21 (stereo not given)

# (further entries)
entry	structure	ROCK2 blocker	CatB inh	CatB mixtures	CatS block	PKA inh
65	CN(c1ccc(F)cc1)S(=O)(=O)c1ccc2[nH]cc(C(=O)O)c(=O)c2c1	5	1	2	0	14
66	CCC1(C)Cc2c(c(=O)n(-c3ccccc3)c3ncnc(N)c23)CO1 (stereo not given)	7	3	3	5	5
67	COc1ccc(C2=NO[C@@H]3C(=O)N(C4CCCCC4)C(=O)[C@H]23)cc1OC	6	1	-3	-3	12
68	O=C(C1CCCCC1)N1CCC(c2nc3ccccc3[nH]2)CC1	-2	3	3	0	6

entry	CatL block	Cathepsin G inh	C1s inh	HER2 expr 66K
65	-2	6	1	86
66	30	11	18	97
67	10	7	4	71
68	2	-16	-46	111
